MC4R antag cAMP: human MC4R antagonism in cAMP assay; MC4R-expressing cells, MTII-stimulated cAMP, LANCE TR-FRET; inhibition, % at 6.5 µM; P32245; AID 540295; actives 0.48% (n = 360,000);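 active = inhibition above its plate's cutoff, the mean of tested wells on that plate plus 3 SD, cut at about 29% in these data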;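 note: 0% = Melanotan II alone and 100% = Melanotan II plus saturating MCL0020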
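Assay system: human MC4R-expressing U2OS cells; reagent: Melanotan II stimulation of cells; dosing: 6.5 µM single dose; timing: compound 30 min, challenge 1 h, detection 1 h; signal: TR-FRET cAMP assay; replicates: one well per compound, no replicates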
Glyco luc inh: N-linked glycosylation inhibition; D54 ERlucT glycosylation luciferase reporter, 24 h; percent of 100 nM tunicamycin response; reporter increase, % at 12.5 µM; actives 0.23% (n = 360,000); AID 588692;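 active = mean luciferase reporter signal, scaled so untreated is 0 and the glycosylation-blocking control 100, at or above a set limit in every replicate; inconclusive = mean reaches the limit but not every replicate does; inactive = mean below the limit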;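 note: luciferase carries N-glycosylation sites so blocking glycosylation raises the light; 0% = median of neutral control wells and 100% = median of 100 nM tunicamycin wells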
ABHD5 PLIN5 PPI: inhibitors of human ABHD5-perilipin-5 interaction; Q00G26+Q8WTS1; Split G. princeps luciferase complementation, luminescence, 4 h; inhibition, % at 4 µM; actives 0.78% (n = 360,000); AID 602281;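 active = inhibition above the mean inhibition across every tested compound plus 3 SD, cut at about 22% in these data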;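 note: 0% = DMSO only wells and the 100% control is not disclosed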
TLR9-MyD88 inh: TLR9-MyD88 interaction inhibition. inhibition, % at 4.98 µM. CHO BLA complementation TLR9-MyD88, CCF4 FRET ratio. actives 0.21% (n = 340,000). Q9NR96+Q99836. AID 504734;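 active = inhibition above the mean over all tested compounds plus 3 SD, cut at about 21% in these data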;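 note: 0% = DMSO only wells and 100% = clavulanate BLA inhibitor control wells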
Target sequence (Q99836 whole entry, looked up): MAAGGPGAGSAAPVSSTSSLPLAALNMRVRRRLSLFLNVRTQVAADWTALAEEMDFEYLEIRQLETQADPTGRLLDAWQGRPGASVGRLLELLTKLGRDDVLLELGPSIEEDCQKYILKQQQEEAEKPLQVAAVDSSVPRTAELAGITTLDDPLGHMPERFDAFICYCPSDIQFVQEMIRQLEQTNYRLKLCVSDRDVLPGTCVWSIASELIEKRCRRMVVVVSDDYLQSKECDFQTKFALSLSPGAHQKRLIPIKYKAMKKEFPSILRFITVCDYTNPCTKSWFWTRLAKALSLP
Target sequence (Q9NR96 whole entry, looked up): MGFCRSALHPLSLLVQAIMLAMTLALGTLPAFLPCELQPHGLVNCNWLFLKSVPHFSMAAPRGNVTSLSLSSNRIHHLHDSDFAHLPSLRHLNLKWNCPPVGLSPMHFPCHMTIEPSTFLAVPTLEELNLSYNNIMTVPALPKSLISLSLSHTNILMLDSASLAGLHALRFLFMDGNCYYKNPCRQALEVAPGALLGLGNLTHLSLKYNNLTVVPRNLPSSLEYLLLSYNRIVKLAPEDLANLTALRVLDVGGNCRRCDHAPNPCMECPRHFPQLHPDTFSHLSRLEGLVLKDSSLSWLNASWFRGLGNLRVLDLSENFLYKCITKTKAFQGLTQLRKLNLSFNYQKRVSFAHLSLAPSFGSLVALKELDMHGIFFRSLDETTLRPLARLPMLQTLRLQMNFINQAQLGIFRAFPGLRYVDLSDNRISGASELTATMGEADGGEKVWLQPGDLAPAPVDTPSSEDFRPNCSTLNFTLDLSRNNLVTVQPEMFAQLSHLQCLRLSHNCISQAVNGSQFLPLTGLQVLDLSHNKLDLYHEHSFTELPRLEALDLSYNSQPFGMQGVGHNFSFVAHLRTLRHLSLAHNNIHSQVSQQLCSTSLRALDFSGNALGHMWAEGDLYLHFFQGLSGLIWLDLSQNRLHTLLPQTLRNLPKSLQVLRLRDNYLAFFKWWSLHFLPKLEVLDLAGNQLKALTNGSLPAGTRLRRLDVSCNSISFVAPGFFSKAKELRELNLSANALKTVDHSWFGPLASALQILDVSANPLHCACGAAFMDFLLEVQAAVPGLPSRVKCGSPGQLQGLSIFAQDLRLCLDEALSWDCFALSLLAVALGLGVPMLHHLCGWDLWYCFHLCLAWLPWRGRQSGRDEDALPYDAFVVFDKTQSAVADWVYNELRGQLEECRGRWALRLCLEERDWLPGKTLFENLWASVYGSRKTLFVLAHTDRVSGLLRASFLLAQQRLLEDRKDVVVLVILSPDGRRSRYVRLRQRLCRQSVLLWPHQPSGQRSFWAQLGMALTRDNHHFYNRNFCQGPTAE
ABCB6 inh 2: inhibitors of human ABC transporter ABCB6 | Q9NP58 | K562-ABCB6 porphyrin accumulation, flow cytometry, 1 h; active compounds read low | fluorescence ratio to DMSO, % at 10 µM | actives 0.19% (n = 360,000);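 active = fluorescence ratio to DMSO below 75%, the collection mean minus 3 SD; inconclusive = too few cells collected in the well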;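 note: signal is porphyrin accumulated inside mitochondria; 100% equals median channel fluorescence of DMSO control wells; lower ratio means ABCB6 inhibition with less porphyrin fluorescence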
SRC2 inh: human SRC2 (NCOA2) inhibition. Q15596. HEK293 GAL4-SRC2 luciferase reporter, luminescence. AID 651957. actives 0.17% (n = 370,000). inhibition, % at 9 µM;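 active = inhibition above the mean inhibition of all tested compounds plus 3 SD, set per campaign, cut at about 52% in these data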;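 note: 0% = DMSO treated cells and 100% = cells given Gossypol at 36 µM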
m5-HT2A agonist: activates the mouse 5-HT2A serotonin receptor | activation, % at 7.6 µM | actives 0.66% (n = 360,000) | CHO-K1 mHTR2A beta-arrestin complementation, luminescence; percent of 30 µM serotonin response;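 active = activation above a run cutoff, the mean activation of all tested compounds plus 3 SD, cut at about 14% in these data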;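 note: 0% = plate median of compound wells and 100% = 30 µM serotonin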
Cardio protect: myocardial damage modulation in H9c2 cells; protection from H2O2 cell death, % at 20 µM; H9c2 cardiomyocytes, H2O2 injury protection, ATPLite, 2 h; actives 0.63% (n = 360,000);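 active = compounds giving at least 50% protection of heart cells from peroxide-induced death in the single-dose screen, raw or plate-pattern-corrected value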;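 note: 0% = DMSO wells with peroxide and 100% = DMSO wells without peroxide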
NOD2 RIPK2 PPI: blocks binding of human NOD2 to RIPK2; O43353; CHO BLA complementation NOD2-RIPK2, CCF4 ratio; inhibition, % at 4.98 µM; actives 0.38% (n = 360,000); AID 624267; in the data active = inhibition above about 21%;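 note: 0% = vehicle only and 100% = reference blocker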
MC4R barr agon: human MC4R agonism via beta-arrestin; U2OS MC4R beta-arrestin complementation, luminescence; percent of melanotan II response, DMSO zero; P32245; activation, % at 8.9 µM; actives 0.98% (n = 360,000);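 active = activation above a per-plate cutoff, the mean activation of sample wells on that plate plus 3 SD, cut at about 8% in these data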
* = called active by the depositor; u = inconclusive; x = not tested or not shown.

SMILES	MC4R antag cAMP	Glyco luc inh	ABHD5 PLIN5 PPI	TLR9-MyD88 inh	ABCB6 inh 2	SRC2 inh	m5-HT2A agonist	Cardio protect	NOD2 RIPK2 PPI	MC4R barr agon
COc1ccc(NC(=O)C(C)(C)Oc2ccc(Cl)cc2)cn1	5	0	0	-8	101	-23	-7	1	0	-0.4
COc1cc2c(cc1OC)/C(=C/C(C)=O)OC2	x	x	4	x	x	13	-2	x	-7	x
CCN=C1S/C(=C/c2ccc(-c3ccc(F)cc3)o2)C(=O)N1CC	10	1	1	-1	98	6	-4	6	2	3.8
O=C(O)C1CCCCC1C(=O)NCc1ccc2c(c1)OCO2 (configuration not stated)	17	2	3	x	100	-13	1	1	-3	-1.2
Cc1cc(OCC(=O)Nc2c(C(C)C)cccc2C(C)C)no1	4	-2	-4	9	102	-1	-3	-3	2	-1.8
O=C(CSc1nnc(Cc2csc(Nc3cccc(Cl)c3)n2)o1)N1CCc2ccccc21	14	1	-9	-5	120	-24	-11	-19	-5	-0.7
CCC(CC)C(=O)c1c[nH]c(C(=O)NCCCn2ccnc2)c1	19	1	7	6	106	1	0	2	-2	-0.1
COc1ccc(-c2nsc(SCC(=O)NCc3ccc4c(c3)OCO4)n2)cc1	1	3	-3	-4	96	-28	-3	-5	3	0.6
COc1cccc(-c2cc(C(F)(F)F)n3nc(C(=O)Nc4c(C)n(C)n(-c5ccccc5)c4=O)cc3n2)c1	10	-1	3	4	94	-9	6	-2	-11	-0.8
Cc1ccnc(NC(=O)CCNC(=O)c2ccc(Cl)cc2)c1	9	-1	-3	-14	99	-69	4	-2	-7	-1.3
COc1ccc(C(C#N)N2N=C(c3ccccc3)CC2c2ccccc2)cc1OC (configuration not stated)	2	-1	3	-2	94	-63	1	8	-4	1.4
CCOc1ccc(NC(=O)CC2Nc3ccccc3NC2=O)cc1 (configuration not stated)	-4	9	1	5	100	5	-1	2	-6	0.4
CCOc1ccc(S(=O)(=O)NCc2ccc(OC)cc2)c2cccnc12	4	1	7	11	95	-27	12	7	3	-1.0
CN1CCN(S(=O)(=O)c2cc([N+](=O)[O-])ccc2N2CCCCCC2)CC1	-3	2	4	11	95	-4	-6	-3	6	-1.7
Cc1cc(C)cc(NC(=O)N2CCN(Cc3ccc4c(c3)OCO4)CC2)c1	0	1	-4	0	100	17	-3	5	-1	-0.8
CNc1ncnc2c1ncn2[C@H]1CN(Cc2ccc(-c3ccccc3)cc2)C[C@@H](CO)O1	6	-2	6	x	98	-33	-2	-3	-3	0.1
NC(=O)c1nsc(C(=O)N(c2cccc(F)c2)C(C(=O)NC2CCCC2)c2ccc(O)cc2)c1N (configuration not stated)	5	-5	-2	-12	94	0	3	20	4	-1.1
CC(=O)Nc1ccc(/C=C/C(=O)c2ccc3c(c2)OCCO3)cc1	2	u	19	4	96	-6	4	3	2	-2.2
O=C(CSc1nnc2ccc(-c3ccc(F)cc3)nn12)NCC1CCCO1 (configuration not stated)	2	1	0	-8	94	-1	4	1	-6	-0.5
C=CCn1c(SCC(=O)c2[nH]c(C)c(C(=O)OCC)c2C)nc2scc(-c3ccccc3)c2c1=O	3	-2	9	3	105	-41	1	-1	-8	-1.1
COc1cccc(CNC(=O)CCCn2ccc3cc(S(=O)(=O)N4CCCC4)ccc32)c1	5	0	3	-14	101	10	1	-4	-1	-1.8
COc1ccc(Cn2ccnc2SCC(=O)Nc2cccc(NC(C)=O)c2)cc1	-4	0	-7	-1	93	-3	-2	-2	-11	-1.1
C=CCN1C(=O)/C(=C/c2ccc(OC(C)=O)c(OCC)c2[N+](=O)[O-])SC1=S	1	-16	-5	-9	101	15	-3	-10	3	-3.3
COc1ccccc1N1CCN(/N=C(\C)c2ccccc2O)CC1	2	3	-12	-8	88	-13	-2	-6	-1	-0.6
COc1ccccc1C(=O)Nc1nc2ccccc2[nH]1	9	-20	4	4	94	94*	5	-16	-10	-3.6
Cc1c(-c2ccccc2)[n+](=O)c(-c2ccco2)c(C)n1[O-]	16	2	6	-4	96	-4	-2	-2	2	-0.8
O=C(O)CCC(=O)N1CCc2cc(S(=O)(=O)NCCc3ccc(Cl)cc3)ccc21	-5	2	5	-5	97	x	14	-2	-4	-0.2
CS(=O)(=O)N1CCc2cc(C(=O)Nc3ccc(Cl)cc3)ccc21	-1	-2	3	-4	92	-35	8	8	7	-1.6
OC[C@@H]1CN(Cc2ccccc2)C[C@H](n2cnc3c(N4CCN(c5ccccc5)CC4)ncnc32)O1	-5	1	2	x	94	-14	3	-4	2	3.0
CC(C)CNc1c(N)n(CC(C)C)c(=O)[nH]c1=O	1	2	1	-11	96	-42	0	2	-19	0.1
CCOCCCn1c(SCC(=O)N2CCOCC2)nc2ccccc2c1=O	10	1	-3	4	97	-1	7	2	-5	-0.1
Cc1ccc(-c2nsc(SCC(=O)NCc3ccc4c(c3)OCO4)n2)cc1	5	2	-1	-3	98	13	-2	0	-3	-0.4
CCSc1nc2c(c(=O)[nH]1)C(c1cccs1)C(C(=O)OC)=C(C)N2 (configuration not stated)	1	0	3	3	100	-5	-3	8	-14	-1.0
CS(=O)(=O)N(CC(=O)Nc1ccc(F)cc1)C1CCCCC1	14	0	-4	-14	104	-2	2	5	1	1.6
CCOC(=O)C1=C(CC)Nc2ccccc2N=C1NC(=O)c1ccc(S(=O)(=O)N2CCOCC2)cc1	21	1	0	-7	97	-9	-8	22	-9	-1.1
CCc1ccc2c(c1)C(NC(C)=O)C(=O)N2CCN1CCOCC1 (configuration not stated)	4	1	4	5	95	-19	4	-4	1	-2.0
COc1cccc(Nc2ncnc3onc(-c4ccccc4OC)c23)c1	5	0	-2	-1	93	5	-4	2	-7	-0.8
CCOC(=O)C1=C(N)OC2=C(C(=O)CCC2)C1c1ccc(C)s1 (configuration not stated)	10	0	8	6	96	-5	-5	3	5	1.2
CC(=O)c1ccc(OC(C)C(=O)Nc2cccc(S(=O)(=O)NCc3ccco3)c2)cc1 (configuration not stated)	12	0	-3	0	97	-12	-8	-1	-1	-0.8
COc1ccc(-c2c(C)nn3c(C(F)(F)F)cc(C)nc23)cc1	-10	1	0	6	97	23	-8	-3	-11	-2.0
Cc1ccc(-n2nnnc2SCC(=O)N2c3ccccc3NC(=O)C2(C)C)cc1	4	-4	-3	-5	96	6	-3	-3	-1	-2.0
Cn1c(N)c(N=Cc2ccccc2)c(=O)n(C)c1=O	3	3	-4	2	94	15	-1	7	0	0.3
Cc1nnc(SCC(=O)Nc2c(Cl)cccc2Cl)[nH]c1=O	1	1	-4	7	103	-21	5	8	-5	-1.2
Cc1cccc(OCc2n[nH]c(=S)n2-c2ccccc2)c1	22	1	-8	1	125	-11	4	-2	-10	-0.5
Cc1ccc2[nH]c(=O)c(COC(=O)c3cccs3)cc2c1	2	0	-2	4	96	-6	-2	1	-6	6.7
Cc1cccc(NC(=O)c2cc(NC(=O)CCCC(=O)O)ccc2Cl)n1	-4	-1	0	0	53*	-22	2	4	-5	-2.5
CCOC(=O)Cc1csc(NC(=O)CCc2ccc(S(=O)(=O)N3CCOCC3)cc2)n1	21	0	1	-12	93	5	-3	-5	0	-1.1
CC(=O)NC(c1ccccc1)c1nc(-c2ccccc2)cs1 (configuration not stated)	1	5	0	x	100	-5	2	-7	-6	-0.3
Cc1ccc(-c2nc3ccccc3c(=O)n2NC(=O)COc2ccccc2)cc1	7	-1	-4	-11	94	2	2	3	0	1.7
O=C(NC(=Nc1nc2ccccc2o1)NC(=O)c1ccccc1)c1ccccc1	2	10	-8	-3	97	-6	-1	0	8	-2.6
CCCCCCCCC(=O)NNC(=O)c1c(O)c2ccccc2n(CCC)c1=O	20	-1	2	-1	99	5	-1	2	-13	3.3
Cc1nn(-c2cccc(C(=O)O)c2)c(C)c1Oc1ccccc1O	-1	3	1	-4	99	6	-8	-1	5	-1.3
COc1ccc([C@H]2CC(=O)C=C(c3cc(Cl)cc(Cl)c3)C2)cc1	-1	-3	-4	0	95	15	0	8	7	-1.5
O=C(CSc1nc2ccccc2s1)Nn1cnnc1	-2	2	-2	-3	101	-18	6	7	-12	-1.7
COc1ccc(NC(=O)Cn2c(C(C)C)nc(C)cc2=O)cc1Cl	-6	-3	0	0	94	-4	0	1	-1	-1.8
COc1ccc(NC(=O)c2cc(-c3ccc(F)cc3OC)n[nH]2)c(OC)c1	30*	0	6	x	85	-10	-1	49	-12	1.4
Cc1ccc(S(=O)(=O)NCc2ccc(C(=O)NCCCN3CCC(Cc4ccccc4)CC3)cc2)cc1	8	1	7	11	92	8	-4	0	-5	-0.2
COc1ccccc1NC(=O)CN(c1ccccc1OC)S(=O)(=O)c1ccccc1	14	-2	-2	9	91	18	-1	6	-9	-0.5
Nc1ccn(CC(=O)NCCCc2ccccc2)c(=O)n1	8	1	-3	-4	98	-14	8	6	4	0.3
Oc1ccccc1-c1nc2c3ccccc3c3ccccc3c2[nH]1	7	-2	-2	3	98	-12	4	-17	-2	0.6
The results go on.
SMILES	MC4R antag cAMP	Glyco luc inh	ABHD5 PLIN5 PPI	TLR9-MyD88 inh	ABCB6 inh 2	SRC2 inh	m5-HT2A agonist	Cardio protect	NOD2 RIPK2 PPI	MC4R barr agon
CCC1CCCCN1Cc1nc2ccccc2c(=O)n1CC(C)=O (configuration not stated)	-2	0	8	0	98	24	7	-1	-1	1.8
COc1ccc(C(C(=O)NC2CCCCC2)N(C(=O)Cc2c[nH]c3ccccc23)c2ccccc2C)cc1OC (configuration not stated)	10	-5	-2	-9	101	9	6	13	-7	0.0
CCOC(=O)[C@]12CCCC=C1N(Cc1ccccc1)C(=O)[C@H](CC(=O)NCCCN1CCCC1=O)C2	x	x	4	x	x	-32	-3	x	-7	x
COc1cc(C2=NOC(C(=O)Nc3c(C)n(C)n(-c4ccccc4)c3=O)C2)cc(OC)c1OC (configuration not stated)	15	0	-1	0	96	4	-3	-3	-10	-0.1
CCOc1cc(S(=O)(=O)NCc2ccco2)c(OCC)cc1-n1cnnn1	16	1	1	-4	109	-7	0	7	-1	-0.9
CCOc1ccccc1-n1nnnc1SCC(=O)N(C)C1CCS(=O)(=O)C1 (configuration not stated)	2	-1	7	-3	98	3	-2	-1	-1	-1.8
COC(=O)c1ccccc1-n1c(CCC(=O)O)ccc1-c1ccc(F)cc1	17	0	5	1	96	-24	-7	3	-9	-0.6
COc1ccc2cc(C)c3nnc(SCC(=O)Nc4cc(OC)c(OC)cc4C(=O)O)n3c2c1	2	1	5	-3	93	7	5	-4	-4	-2.0
COc1ccc(C(CNC(=O)COc2ccccc2)N2CCOCC2)cc1 (configuration not stated)	5	0	-5	-1	101	2	-1	0	2	-3.0
CCn1c(SCC(=O)Nc2ccccc2Br)nnc1-c1cnccn1	9	1	-6	-6	104	15	-4	-2	-3	-2.8

Bioassay records: PubChem BioAssay, several laboratories

An excerpt. The share of hits here may be higher or lower than overall.
